From PubChem
GLP1R cytotox = qHTS of GLP-1 Receptor Inverse Agonists: Cytotox Screen; HEK293 cAMP-luciferase reporter cells, luminescence, 24 h; Potency, µM (series often up to 38.3 µM), for the others: at the top dose activity change, negative = inhibition, most hits filed as inhibitors; AID 624418, 2012; actives 0.13% (n = 410,000);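 further: loss of luciferase light is scored as toxicity; potency means the concentration at half of the fitted maximal effect; on the % scale 0 is the no-effect control and ±100 the full control effect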
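MLSMR compounds, 24 hr on cells at 37 deg C/5% CO2; luminescence after luciferase reagent (12 min RT). Inhibition counted as the undesired cytotoxic outcome.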
GLP1R inv ag = qHTS of GLP-1 Receptor Inverse Agonists (Inhibition Mode); HEK293 GLP-1R CRE-luciferase, luminescence, 24 h; GLP-1R form is constitutively active; Potency, µM (series often up to 38.3 µM), inactives show at the top dose activity change, negative = inhibition, hits mostly inhibitors; AID 624417, 2012; actives 1.6% (n = 410,000); further: potency means the concentration at half of the fitted maximal effect; on the % scale 0 is the no-effect control and ±100 the full control effect; nearly all actives have a fitted effect of over 55% in size
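Stable HEK293 clone (constitutively active GLP-1R + cAMP-response luciferase); 200 cells/uL plated, 12 h pre-culture, compound 24 hr, 37 deg C/5% CO2; detection reagent 12 min RT; luminescence.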
PLK1 PBD block = qHTS for Inhibitors of PLK1-PDB (polo-like kinase 1 - polo-box domain): Primary Screen; Serine/threonine-protein kinase PLK1 (Homo sapiens), P53350; Plk1 PBD binding of FITC phosphopeptide, fluorescence polarization; Potency, µM, for inactives: max response, negative = inhibition, actives largely listed as inhibitors; actives 2.8% (n = 360,000); AID 720504, 2013; further: potency means the concentration at half of the fitted maximal effect; series mostly up to about 57 µM; on the % scale 0 is the no-effect control and ±100 the full control effect; nearly all actives have a fitted effect of over 65% in size
GLP1R ag = qHTS of GLP-1 Receptor Agonists. Glucagon-like peptide 1 receptor (Homo sapiens), P43220. actives 0.007% (n = 380,000). HEK293 GLP-1R CRE-luciferase, luminescence, 4-6 h; cells express a hypersensitive GLP-1R form. Potency, µM (series often up to 45.6 µM), for the others: top-dose activation, actives largely listed as activators. AID 624172, 2012; further: potency means the concentration at half of the fitted maximal effect; % of control where 0% means no effect
EPAC1 ag = qHTS for Agonist of cAMP-regulated guanine nucleotide exchange factor 3 (EPAC1): primary screen. EPAC1 agonist qHTS, biochemical assay; response scale: 100% = response to 6.5 mM cAMP. Potency, µM (series often up to 154 µM), for inactives: at the top dose activation, most hits filed as activators. actives 0.073% (n = 360,000); further: potency means the concentration at half of the fitted maximal effect; nearly all actives have a fitted effect of over 60% in size
Target sequence (O95398 whole entry, looked up): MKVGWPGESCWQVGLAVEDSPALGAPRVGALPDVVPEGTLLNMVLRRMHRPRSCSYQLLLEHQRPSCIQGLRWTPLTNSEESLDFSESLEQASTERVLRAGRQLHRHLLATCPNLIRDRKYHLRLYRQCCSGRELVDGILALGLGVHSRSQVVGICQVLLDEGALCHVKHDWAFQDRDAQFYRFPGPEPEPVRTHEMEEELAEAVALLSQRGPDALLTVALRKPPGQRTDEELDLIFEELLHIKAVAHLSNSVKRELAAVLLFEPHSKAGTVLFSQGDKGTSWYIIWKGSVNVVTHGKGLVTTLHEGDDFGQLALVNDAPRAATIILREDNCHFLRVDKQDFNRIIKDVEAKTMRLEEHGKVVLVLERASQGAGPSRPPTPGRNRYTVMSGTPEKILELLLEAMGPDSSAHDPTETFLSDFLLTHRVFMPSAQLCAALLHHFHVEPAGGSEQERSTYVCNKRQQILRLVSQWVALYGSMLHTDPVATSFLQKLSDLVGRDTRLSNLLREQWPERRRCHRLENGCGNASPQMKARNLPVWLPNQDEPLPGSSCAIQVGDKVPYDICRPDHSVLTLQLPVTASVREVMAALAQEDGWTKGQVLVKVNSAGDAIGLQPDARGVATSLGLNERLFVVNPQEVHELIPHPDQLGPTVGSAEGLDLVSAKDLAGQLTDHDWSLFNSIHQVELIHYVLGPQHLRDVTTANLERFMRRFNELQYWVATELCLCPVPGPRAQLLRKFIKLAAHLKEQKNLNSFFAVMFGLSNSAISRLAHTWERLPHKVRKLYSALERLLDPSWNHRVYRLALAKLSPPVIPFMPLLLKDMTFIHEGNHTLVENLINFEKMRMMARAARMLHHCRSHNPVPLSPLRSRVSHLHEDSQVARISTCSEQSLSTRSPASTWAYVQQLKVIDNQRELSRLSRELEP
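Compounds were pinned as a concentration titration into mixtures of EPAC1 (100 nM), BODIPY-GDP-loaded Rap1B (250 nM) and GDP (50 uM). After 5 min at room temperature, fluorescence was followed for 30 min; activity was scaled to 6.5 mM cAMP.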
PTHR1 ag = qHTS for PTHR1 Agonists: Primary Screen | actives 0.075% (n = 410,000) | Potency, µM (doses to about 115 µM), for inactives: at the top dose activation, usual class: activators | Parathyroid hormone/parathyroid hormone-related peptide receptor (Homo sapiens), Q03431 | HEK293 GP2 PTHR1 cells, GloSensor cAMP luminescence, 1 h; further: potency means the concentration at half of the fitted maximal effect; nearly all actives have a fitted effect of over 55% in size; some results filed as inactive show a strong effect at the top dose; inactives centre near -15; many of its hits are not listed in these tables
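HEK-293-derived GP2 cells expressing PTHR1 and a GloSensor cAMP reporter, 3,000/well, plated overnight, given luciferin plus IBMX (each 0.5 mM as added) for 1 h at 37 °C, then compound for 1 h at 37 °C. Luminescence was read after 15 min at room temperature.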
IL2 activator = qHTS of IL-2 Activators | IL-2 activation reporter assay, cell-based qHTS; stimulated with anti-CD3/CD4/CD28 beads; in transgenic mouse T cells | activation, % (series mostly up to about 46 µM) | actives 0.065% (n = 360,000) | AID 652025, 2013; in the data active means activation above about 50%; inconclusive means mostly about 30% to 49%; further: 0% is about no effect
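Unstimulated transgenic mouse T cells, 750 per well, received compound and, after 60 minutes, anti-CD3/anti-CD4 bead plus anti-CD28 stimulation. EGFP and DsRed were quantified after 18 hours.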
EPAC1 antag = qHTS for Antagonist of cAMP-regulated guanine nucleotide exchange factor 3 (EPAC1): primary screen; Rap guanine nucleotide exchange factor 3 (Homo sapiens), O95398; Potency, µM (series often up to 115 µM), without a hit: at the top dose activity change, negative = inhibition, hits mostly inhibitors; actives 0.14% (n = 360,000); EPAC1 GEF assay, Rap1b-BODIPY-GDP exchange fluorescence;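 further: potency means the concentration at half of the fitted maximal effect; plate controls were vehicle for no effect and positive control for full effect; nearly all actives have a fitted effect of over 50% in size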
PI5P4Ka inh = qHTS for Inhibitors of phosphatidylinositol 5-phosphate 4-kinase (PI5P4K); Phosphatidylinositol 5-phosphate 4-kinase type-2 alpha (Homo sapiens), P48426; PI5P4Kalpha enzyme, ADP-Glo luminescence, 60 min; active compounds read low; max response, %; actives 1.2% (n = 330,000); AID 652105, 2013; active means max response of -50% or lower; inconclusive means between -30% and -50%; inactive means -30% or higher; further: value at the top dose of about 77 µM; on the % scale 0 is the no-effect control and ±100 the full control effect
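Controls without substrate or without enzyme flank wells where PI5P4Kalpha converts substrate using 5 microM ATP (final). Incubation lasts 60 minutes at room temperature; ADP formed is read by ADP-Glo luminescence.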
Active calls of the source: *; i = inactive; ? = inconclusive; . = no result given; [ ] = another dose, or the depositor's remark. Unless noted, the call rests on the fitted dose curve; in most records, active means well fitted curve in the direction sought with a large enough effect; inconclusive means small, poorly fitted or top-dose-only effect, or another doubt; inactive means no such curve, though single readings can be large; an effect the other way counts as inactive or inconclusive.

mol | GLP1R cytotox | GLP1R inv ag | PLK1 PBD block | GLP1R ag | EPAC1 ag | PTHR1 ag | IL2 activator | EPAC1 antag | PI5P4Ka inh
Cc1ccccc1NC(=O)c1cccc(NC(=O)c2c(C(=O)O)cccc2[N+](=O)[O-])c1 | 0% | 3% | -6% | -3% | -8% | i | -1.0 | 15% | 3
O=C(O)CCCn1cc(NC(=O)COc2ccccc2[N+](=O)[O-])cn1 | -13% | -32% | -22% | 0% | -2% | ? | -0.5 | -11% | 5
COc1ccc(CN2C(=O)CSCC2(C)C(=O)NC(C)C)cc1 (stereo not drawn) | -12% | 6% | -17% | . | -1% | -22% | 0.0 | -13% | 2
O=C(CCNC(=O)c1ccc(Br)cc1)NCc1ccco1 | 14% | 30% | -2% | 5% | -5% | -79% | -0.4 | -7% | -2
CCc1c(C)nc(N2CCN(c3ccc(F)cc3)CC2)[nH]c1=O | 5% | 16% | -7% | 8% | 6% | -37%[inhibitor] | -0.1 | 14% | -1
c1ccc(CN2CCN(c3nc(-c4ccccc4)nc4ccccc34)CC2)cc1 | 5% | 3.5µM* | 2% | 0% | 7% | i | -0.4 | -8% | 10
CC1(C)CC(NC(=O)c2ccc(F)cc2)CC(C)(C)N1 | 7% | 5% | -11% | -1% | 8% | i | 0.3 | 14% | 2
COc1ccc(CN(C)C[C@H]2Oc3c(NC(=O)Nc4ccccc4)cccc3C(=O)N([C@H](C)CO)C[C@@H]2C)cc1 | -7% | -13% | -7% | 15% | -21% | i | -0.3 | -10% | 8
COC(=O)C1=C(CSc2nncn2C)NC(=O)NC1c1ccc(F)cc1 (stereo not drawn) | 8% | 2% | -1% | 31% | 4% | -1%[57.5 µM] | -0.5 | 0% | .
O=C1CN(C(=O)c2cc(F)cc(F)c2)c2ccccc2N1 | ? | ? | -13% | 5% | 12% | i | -2.3 | 9% | -2
O=S(=O)(Cc1ccccc1)Nc1ccccc1Br | -1% | 0% | 3% | 1% | 9% | i | 0.4 | 3% | 4
Cc1cccc(NC(=O)c2ccc(N3CCCCC3)c([N+](=O)[O-])c2)n1 | -24% | -4% | -5% | 0% | 16% | -19% | -0.4 | 0% | -1
O=C(c1ccc(CSc2ccc(Cl)cc2)cc1)N1CCCC1 | -19% | ? | -3% | 27% | 6% | -43%[inhibitor] | 0.1 | -16% | 1
CCNc1nc(Cl)nc(-c2cn(-c3ccccc3)c3ccccc23)n1 | 9% | 7% | -1% | 8% | -6% | 10% | 0.5 | 14% | -8
Cc1c(O)ccc2c3c(c(=O)oc12)CCCC3 | 209%[activator] | 19% | -5% | 20% | 4% | -3% | -0.7 | 4% | -1

Quoted at random: 3 entries already listed.
mol | GLP1R cytotox | GLP1R inv ag | PLK1 PBD block | GLP1R ag | EPAC1 ag | PTHR1 ag | IL2 activator | EPAC1 antag | PI5P4Ka inh
CC1(C)CC(NC(=O)c2ccc(F)cc2)CC(C)(C)N1 | 7% | 5% | -11% | -1% | 8% | i | 0.3 | 14% | 2
COc1ccc(CN2C(=O)CSCC2(C)C(=O)NC(C)C)cc1 (stereo not drawn) | -12% | 6% | -17% | . | -1% | -22% | 0.0 | -13% | 2
Cc1c(O)ccc2c3c(c(=O)oc12)CCCC3 | 209%[activator] | 19% | -5% | 20% | 4% | -3% | -0.7 | 4% | -1

(further entries)
mol | GLP1R cytotox | GLP1R inv ag | PLK1 PBD block | GLP1R ag | EPAC1 ag | PTHR1 ag | IL2 activator | EPAC1 antag | PI5P4Ka inh
CC1(C(=O)NC2CCN(Cc3ccccc3)CC2)CCN1Cc1ccc2ccccc2c1 (stereo not drawn) | -12% | ? | 0% | 10% | -9% | i | 4.3 | -22% | 11
O=C(CC1C(=O)NCCN1C(=S)Nc1ccccc1)Nc1ccc2c(c1)OCCO2 (stereo not drawn) | 7% | 9% | -2% | -10% | -2% | -6%[57.5 µM] | -2.3 | 3% | .
Cc1ccc(C)c(N2CCN(S(=O)(=O)c3ccc4c(c3)NC(=O)CC(=O)N4)CC2)c1 | -12% | -24% | -10% | -2% | -3% | -13% | -0.3 | 0% | -4
COc1ccccc1NC(=O)Nc1nc(CC(=O)NCc2cccnc2)cs1 | -1% | 10% | -3% | 1% | 2% | i | -1.0 | 3% | -1
CCOC(=O)C1(Cc2ccccc2)CCN(Cc2cc(=O)c3ccccc3[nH]2)CC1 | -20% | -10% | -7% | 1% | 6% | -14% | -0.3 | -4% | -2
COc1ccc(C(=O)Nc2cccc3c2CCCC3)c(OC)c1 | -17% | 11% | -4% | 5% | 1% | -18% | 5.8 | -20% | -14
CN(C)C(CNC(=O)c1coc2ccccc2c1=O)c1ccccc1 (stereo not drawn) | -14% | -22% | -6% | 9% | 6% | -17% | 0.1 | 6% | -2
COc1cccc(NC(=O)[C@H](CC(C)C)NC(=O)N2CCn3c2nc2ccccc23)c1 | -18% | ? | -21% | 7% | 5% | i | -4.8 | 8% | 5
CC1=CC2=NC(=O)/C(=C\c3cc(C)n(-c4ccc(F)cc4)c3C)C(=N)N2O1 | 41% | 25% | -4% | 0% | -11% | 0% | -0.2 | -11% | -6
COc1ccc(/C=C(/C#N)C(=O)Nc2cccc([N+](=O)[O-])c2)cc1C(=O)O | 5% | 9% | -15% | 3% | -1% | -3% | 1.0 | -5% | 3
Nn1c(-c2cccs2)nc2sc3c(c2c1=O)CCCC3 | 60%[activator] | 3% | -8% | 0% | 7% | -15%[57.5 µM] | 0.9 | -5% | 7
NS(=O)(=O)c1ccc(NC(=O)C2(c3ccccc3)CCCC2)cc1 | 6%[7.66 µM] | 1%[7.66 µM] | -3% | 1% | -8% | -21% | -0.3 | -15% | -2
Cc1cccc(C)c1NC(=O)CN(C)C(=O)C1CC(=O)N(c2cccc3ccccc23)C1 (stereo not drawn) | -4% | 28% | 4% | -5% | 5% | -18% | 0.8 | -4% | 0
C=CCNc1sc(C(=O)c2ccccc2)c(N)c1-c1nc2ccccc2s1 | -94% | ? | 17µM* | -1% | 7% | i | 8.8 | ? | -18
COc1ccc(NC(=O)C(c2ccccc2)N2CCN(c3ccccn3)CC2)cc1Cl (stereo not drawn) | -3% | ? | -1% | 9% | -2% | -5% | 0.4 | -19% | -7

Complete entries, looked up by structure:
`CC1(C(=O)NC2CCN(Cc3ccccc3)CC2)CCN1Cc1ccc2ccccc2c1` (stereo not drawn) is listed as GLP1R cytotox: -12%; GLP1R inv ag: ?; PLK1 PBD block: 0%; GLP1R ag: 10%; EPAC1 ag: -9%; PTHR1 ag: i; IL2 activator: 4.3; EPAC1 antag: -22%; PI5P4Ka inh: 11
`COc1ccccc1NC(=O)Nc1nc(CC(=O)NCc2cccnc2)cs1` is listed as GLP1R cytotox: -1%; GLP1R inv ag: 10%; PLK1 PBD block: -3%; GLP1R ag: 1%; EPAC1 ag: 2%; PTHR1 ag: i; IL2 activator: -1.0; EPAC1 antag: 3%; PI5P4Ka inh: -1

Further records
mol | GLP1R cytotox | GLP1R inv ag | PLK1 PBD block | GLP1R ag | EPAC1 ag | PTHR1 ag | IL2 activator | EPAC1 antag | PI5P4Ka inh
COc1cc2oc(=O)cc(-c3ccc(-c4ccc(OC(F)(F)F)cc4)cc3)c2c(OC)c1OC | -3% | 6% | 31%[activator] | -1% | 9% | -22% | -0.3 | -2% | 8
C(=N\Nc1nncn1/N=C/c1ccco1)/c1ccco1 | 3% | 33% | -8% | -2% | -1% | i | -2.2 | -5% | -5
CC1=C(C(=O)Nc2ccc(F)cc2)C(c2ccncc2)C2=C(CCCC2=O)N1 (stereo not drawn) | 0% | 17% | -16% | -3% | 7% | i | 2.0 | -20% | 4
COc1ccc(N2CCN(CCCNC(=O)c3ccc(CS(=O)(=O)c4ccc(OC)cc4)o3)CC2)cc1 | 1% | ? | -4% | 2% | 6% | -3% | -3.3 | 5% | -1
O=C(Nc1nc2c(s1)CCCC2)c1cc2n(n1)C(C(F)(F)F)CC(C1CC1)N2 (stereo not drawn) | -26% | ? | -11% | 1% | 8% | i | 0.4 | -6% | 2
COc1ccc(OC)c(CNc2ncc(-c3ccc(F)cc3)n2C)c1 | 2% | -4% | -10% | 5% | 17% | -21% | -0.5 | 12% | -6
Cc1cc(Cn2nnnc2-c2ccncc2)cc(C)c1O | -1% | 18% | 38µM* | 26% | 10% | -29% | -0.5 | -7% | 4
CS(=O)(=O)N1CCN(C(=O)c2ccccc2F)CC1 | -12% | 4% | -7% | -4% | 2% | i | -1.8 | 10% | -1
O=C1CCC(C(=O)N2CCN(c3ccc(F)cc3)CC2)CN1CC1CCCCC1 (stereo not drawn) | 5% | -2% | 3% | 5% | -4% | -13% | -2.5 | 15% | -9
O=C(C1=NOC2(C1)C(=O)Nc1ccccc12)N1CCOCC1 (stereo not drawn) | 7% | 3% | -4% | -2% | -3% | -4% | -0.6 | -3% | -1
Fc1ccc(N2Cc3ccsc3C=N2)cc1 | 56%[activator] | 9% | 2% | 11% | -1% | -9% | -0.4 | 18% | -4
COc1ccc(CCC(=O)NCC(c2ccco2)N2CCc3ccccc32)cc1 (stereo not drawn) | 6% | ? | -5% | 5% | 6% | i | -5.6 | 9% | 2
Nc1nc(SCC(=O)Nc2cccc(S(=O)(=O)N3CCCCCC3)c2)n[nH]1 | 4%[7.66 µM] | 0%[7.66 µM] | -2% | 0% | -7% | i | -0.1 | -23% | 2
CCN(CC)CCNS(=O)(=O)c1ccc2c3c(cccc13)C(=O)N2 | 127%[activator] | 5% | -2% | 5% | -3% | -24% | 0.1 | -21% | 1

These rows are one share of the data; the hit share may differ from the screen's.
